# PvdQ inh: P. aeruginosa PvdQ acylase inhibitors, primary screen, biochemical, fluorescence, plate reader and imaging, single point. inhibition, % at 10 µM. AID 488965, 2010. PvdQ acylase [Pseudomonas aeruginosa LESB58]. purified PvdQ acylase. hit rate 0.063% among 340,000; in the data active means inhibition above about 30%, passing the limit was not always enough; inconclusive means no clear call, values can overlap the other calls;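 further: 0% = vehicle neutral wells and 100% = reference inhibitor wells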
# SR-BI HDL uptake: inhibitors of SR-BI mediated HDL lipid uptake, primary screen, ldlA[mSR-BI] cells, fluorescence, single point; inhibition, % at 12.5 µM; hit rate 0.96% among 320,000; AID 488896, 2010; ldlA[mSR-BI] CHO cells, DiI-HDL uptake fluorescence, 3 h; Scavenger receptor class B member 1 (Mus musculus), Q61009;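 active means mean replicate inhibition of at least 70% and a set share of replicates each scoring 70 or more; inconclusive means meets just one of the two criteria; inactive means fails both criteria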;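 further: 0% = median of neutral control wells and 100% = median of positive control wells; values of inactives mirror those of a sister screen read the other way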
# PfHsp90 yeast 2: growth inhibition of PfHsp90-expressing yeast, primary screen, antimalarial PfHsp90 inhibitor project, S. cerevisiae, BacTiter-Glo luminescence, single point, set 2 | hit rate 0.32% among 310,000 | inhibition, % at 9.4 µM | BacTiter-Glo ATP, 48 h; yeast lacking PDR1 and PDR3 efflux regulators;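 active means every replicate shows inhibition above about 80%, whatever the replicate mean, limit read from the data; inconclusive means mean inhibition reaches the set limit but some replicate falls short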;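 further: 0% = DMSO neutral controls and 100% = 20 µM radicicol positive controls; yeast relying on Plasmodium falciparum Hsp90 in place of its own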
# NSD2 inh: NSD2 histone methyltransferase inhibitors, primary screen, biochemical, AlphaScreen, single concentration, set 2. NSD2 peptide methylation, 120 min. inhibition, % at 12.5 µM. hit rate 0.54% among 310,000; in the data active means inhibition above about 50%
# Target sequence (O96028 whole entry, looked up): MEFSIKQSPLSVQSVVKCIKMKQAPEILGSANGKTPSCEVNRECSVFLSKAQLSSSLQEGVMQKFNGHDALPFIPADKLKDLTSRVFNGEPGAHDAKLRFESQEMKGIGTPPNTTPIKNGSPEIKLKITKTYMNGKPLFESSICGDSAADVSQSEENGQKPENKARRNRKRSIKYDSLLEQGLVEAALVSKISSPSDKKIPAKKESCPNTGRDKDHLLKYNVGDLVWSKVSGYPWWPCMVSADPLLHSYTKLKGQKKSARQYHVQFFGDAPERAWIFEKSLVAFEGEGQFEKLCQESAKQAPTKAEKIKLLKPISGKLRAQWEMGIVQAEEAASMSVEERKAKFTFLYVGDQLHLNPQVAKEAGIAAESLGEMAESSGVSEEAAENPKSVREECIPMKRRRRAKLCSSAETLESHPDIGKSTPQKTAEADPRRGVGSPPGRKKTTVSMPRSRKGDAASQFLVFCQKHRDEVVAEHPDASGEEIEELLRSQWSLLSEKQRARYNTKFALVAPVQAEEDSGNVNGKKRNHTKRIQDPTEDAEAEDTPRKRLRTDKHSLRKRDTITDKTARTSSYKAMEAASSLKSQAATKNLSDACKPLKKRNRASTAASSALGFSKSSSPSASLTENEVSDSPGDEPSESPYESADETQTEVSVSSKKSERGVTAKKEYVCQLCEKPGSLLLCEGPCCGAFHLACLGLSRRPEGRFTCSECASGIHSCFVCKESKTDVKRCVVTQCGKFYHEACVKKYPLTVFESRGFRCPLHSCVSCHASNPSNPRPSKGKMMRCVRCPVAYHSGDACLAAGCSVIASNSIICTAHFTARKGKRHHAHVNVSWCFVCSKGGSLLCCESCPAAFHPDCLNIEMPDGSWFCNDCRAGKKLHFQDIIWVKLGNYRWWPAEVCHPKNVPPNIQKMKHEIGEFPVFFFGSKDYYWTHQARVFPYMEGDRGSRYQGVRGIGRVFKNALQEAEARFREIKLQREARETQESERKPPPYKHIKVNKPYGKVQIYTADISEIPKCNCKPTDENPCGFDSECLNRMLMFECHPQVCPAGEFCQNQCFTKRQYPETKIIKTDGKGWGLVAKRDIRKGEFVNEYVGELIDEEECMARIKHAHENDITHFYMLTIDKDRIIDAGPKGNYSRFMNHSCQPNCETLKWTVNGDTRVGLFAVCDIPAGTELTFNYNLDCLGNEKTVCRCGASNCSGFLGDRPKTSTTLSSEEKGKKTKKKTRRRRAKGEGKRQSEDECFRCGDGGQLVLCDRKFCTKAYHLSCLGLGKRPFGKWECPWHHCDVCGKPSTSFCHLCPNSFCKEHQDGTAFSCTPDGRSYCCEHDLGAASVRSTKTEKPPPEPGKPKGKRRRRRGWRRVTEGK
# dFosB activator: activators of delta FosB homodimer, primary screen, biochemical, fluorescence polarization, TAMRA-CDK5 oligo, single point | purified delta FosB; percent of positive-control signal above neutral wells | activation, % at 25 µM | hit rate 0.99% among 340,000;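 active means mean activation above about 17%, with every replicate also reaching it, limit read from the data, passing the limit was not always enough; inconclusive means only one of the two conditions met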;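 further: fluorescence polarization rise as delta FosB binds a TAMRA Cdk5 AP-1 oligo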
# SR-BI uptake up: activators of SR-BI mediated DiI-HDL uptake, primary screen, ldlA[mSR-BI] CHO cells, DiI fluorescence. AID 504775, 2011. hit rate 0.096% among 320,000. activation, % at 12.5 µM. 3 h; 100 = double the neutral-control signal;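 active means mean replicate activation of at least 60% and every replicate at or above 60%; inconclusive means mean or all-replicate condition met, but not both; inactive means mean below 60% and not all replicates reaching 60%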;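 further: 0% = median plate neutral-control signal and 100% = twice that signal; values of inactives mirror those of a sister screen read the other way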
#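 Assay system: LDL receptor-deficient CHO ldlA cells overexpressing murine SR-BI / Medium: BSA-supplemented, HEPES-buffered Ham's F12, pH 7.4 / Probe or stimulus: DiI-labelled HDL at 10 µg/mL final / Timing: compound with DiI-HDL co-incubation, 3 h at 37 °C / Technique: bottom-read cell fluorescence after medium removal, ex 550/em 595 nm / Measure: HDL uptake via cellular fluorescence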
# CAL PDZ FP-1: CAL PDZ peptide-binding inhibitors, primary screen, biochemical, fluorescence polarization, Cer-tagged CAL PDZ, HTS; hit rate 0.02% among 330,000; Golgi-associated PDZ and coiled-coil motif-containing protein (Homo sapiens), Q9HD26; AID 504414, 2011; purified CAL PDZ, TMR-peptide fluorescence polarization, 1 h; inhibition, % at 20 µM;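 active means highest replicate inhibition of at least 40%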;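 further: plate controls were DMSO neutral control wells for no effect and unlabeled competitor peptide control wells for full effect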
#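 Test system: tagged CAL PDZ domain / Buffer or medium: sodium phosphate/NaCl buffer pH 7.4 with TCEP, IgG, Thesit / Reagent: TMR-labelled reporter peptide T*-PRC34 bound in PDZ groove / Compound dosing: single point, 20 µM / Schedule: 1 h incubation at room temperature before polarization reading / Technique: fluorescence polarization (mP) / Benchmarks: unlabelled peptide, DMSO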
# CAL PDZ FP-2: untagged CAL PDZ binding inhibitors, primary screen, biochemical, fluorescence polarization, HTS | Golgi-associated PDZ and coiled-coil motif-containing protein (Homo sapiens), Q9HD26 | inhibition, % at 24.9 µM | AID 602252, 2012 | purified CAL PDZ, TMR-peptide fluorescence polarization, 1 h | hit rate 0.92% among 300,000;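 active means mean inhibition of at least 30% with at least half of replicates also reaching 30%; inconclusive means no clear call, values can overlap the other calls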;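 further: 0% = DMSO neutral control and 100% = excess unlabeled competitor peptide PRC23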
# Rtt109 HAT inh: inhibitors of C. albicans Rtt109/Vps75 HAT, primary screen, biochemical, ThioGlo CoA-SH fluorescence, plate reader; inhibition, % at 34.9 µM; purified Rtt109/Vps75, 4 h; hit rate 0.16% among 330,000;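 active means inhibition of at least 50% in every replicate; inconclusive means best replicate reaches 50% inhibition but some replicates fall short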
# MITF act: activators of MITF-driven TRPM1 promoter reporter, primary screen, cell-based, SK-MEL-5, luciferase, single point | SK-MEL-5 TRPM1-promoter luciferase, 24 h; % of positive control, neutral wells = 0 | activation, % at 12.5 µM | hit rate 0.75% among 300,000;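 active means mean activation of at least 80% with every replicate also reaching 80%; inconclusive means mean reaches 80% but some replicate falls short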;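 further: 0% = neutral control wells and 100% = parthenolide positive control wells; values of inactives mirror those of a sister screen read the other way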
# The depositor's hits bear a star; ? = inconclusive; . = no result given.
SMILES,PvdQ inh,SR-BI HDL uptake,PfHsp90 yeast 2,NSD2 inh,dFosB activator,SR-BI uptake up,CAL PDZ FP-1,CAL PDZ FP-2,Rtt109 HAT inh,MITF act
O=C(NCC(=O)N1CCC2(CC1)NCCc1[nH]cnc12)c1ccc(Br)cc1,7,-16,8,-2,3,16,-1.4,-3,1,3
O=C(c1ccc(Cl)cc1)c1cnc(-c2ccccc2)s1,4,-5,-2,-2,-4,5,-2.2,-4,8,.
CC(OC(=O)c1ccccc1O)C(=O)Nc1cccc(Cl)c1 (stereo unspecified),-3,-21,1,-6,4,21,-0.1,.,-6,7
CC(=O)c1cccc(NC(=O)CN2C(=S)NC(C)(C)CC2C)c1 (stereo unspecified),-11,9,.,-2,-6,-9,-0.4,-4,-12,-5
CCOC(=O)C1(Cc2ccccc2C)CCCN(C(=O)CSC)C1 (stereo unspecified),-8,-11,-21,-1,-1,11,-0.2,-3,-1,.
CCOC(=O)C1CCCN(CCC(=O)Nc2ccc(Br)c(C)c2)C1 (stereo unspecified),-6,17,7,1,-9,-17,-1.6,2,-2,.
CCOC(=O)CSc1nnc(-c2nnc(SCC(=O)OCC)n2CC)n1CC,-7,4,-28,.,-4,-4,-0.3,-3,-6,.
Cn1c(-c2ccco2)n[nH]c1=S,7,-9,-13,-7,0,9,0.3,4,-2,-8
Cc1cccc(C)c1OC(=O)c1ccccc1,-2,11,-1,-1,-4,-11,-0.4,-2,0,7
Cc1ccccc1-c1noc(CCC(=O)NC2CCCCC2)n1,-12,-5,-6,-4,-5,5,-1.7,-7,-3,9
O=C(CN1C2CCCC1CC(NC(=O)c1ccccc1)C2)NC1CC1 (stereo unspecified),-6,-20,35,3,4,20,-0.7,-4,1,-11
O=C(Nc1ccccn1)C12CC3CC(CC(C3)C1)C2,-9,-4,10,-7,-1,4,-0.6,-3,8,13
COc1cc(OC)cc(C(=O)NC(C(=O)NNC(=O)c2cc(Cl)ccc2OC)C(C)C)c1 (stereo unspecified),-8,15,-19,2,-5,-15,-0.6,-16,2,-18
COc1ccc(N2C(=O)C(CC(=O)Nc3ccccc3)N(Cc3ccc(OC)c(OC)c3)C2=O)cc1 (stereo unspecified),-3,-6,36,0,-2,6,-1.9,-3,.,5
Cc1ccc(Cn2c(C(C)Nc3nc(-c4ccc(F)cc4)cs3)nc3cc(Cl)c(Cl)cc32)cc1 (stereo unspecified),1,12,-24,.,6,-12,-0.5,-2,-6,-14
O=C(Nc1ccccc1F)c1ccncc1,-2,-18,-12,-2,-6,18,.,-1,-4,0
O=C(CSc1nnc(-c2ccco2)o1)c1ccc(O)cc1O,5,-3,.,3,-1,3,0.4,-1,28,9
CC(C)CSc1ncnc2c1oc1nc3c(cc12)COC(C)(C)C3,-4,-24,-60,-1,-10,24,-2.8,.,-1,17
COC(=O)c1ccc(COn2c(=O)c(C)[n+]([O-])c3ccccc32)cc1,6,-3,10,-1,0,3,-1.1,-3,-1,.
N#Cc1cc2ccccc2nc1SCC(=O)Nc1ccccc1N1CCOCC1,-3,-15,-15,2,-6,15,.,3,-12,6
CCCc1[nH]c2ccc(C(=O)OC)cc2c1CCC,-8,12,2,.,-4,-12,0.1,-1,3,4
O=C(COc1ccccc1)NCC(=O)N1CCCC(C(F)(F)F)C1 (stereo unspecified),-11,-32,-32,-2,2,32,-1.7,-5,-18,4
O=C(c1ccccc1F)N1C(=O)c2cccc3cccc1c23,-2,14,15,-1,3,-14,-0.6,-3,-3,-3
CCOC(=O)c1sc(=NC(=O)c2c(F)cccc2F)n(C)c1C,2,25,24,0,-14,-25,-4.4,-3,11,50
CCS(=O)(=O)c1ccc(C(=O)NC)c(Cl)c1Cl,-14,-7,-6,-3,-1,7,-0.4,.,-22,-4
# (listing goes on)
SMILES,PvdQ inh,SR-BI HDL uptake,PfHsp90 yeast 2,NSD2 inh,dFosB activator,SR-BI uptake up,CAL PDZ FP-1,CAL PDZ FP-2,Rtt109 HAT inh,MITF act
CC(=O)Nc1c2c(nn1-c1ccc(C)cc1C)CS(=O)C2 (stereo unspecified),5,-3,13,-3,-3,3,-0.7,0,3,-2
CCOc1ccc(-c2noc(COC)n2)cc1OC,-6,13,35,1,-4,-13,-1.0,.,-12,.
COC(CN(C(=O)CCl)C(C(=O)NC1CCCC(C)C1C)c1ccc(C)cc1)OC (stereo unspecified),-5,5,-22,.,-9,-5,-2.5,-3,0,-14
CC(OC(=O)c1cc[n+]([O-])cc1)C(=O)NCc1ccccc1 (stereo unspecified),-13,-19,-11,-3,-3,19,0.6,-3,-1,3
Cn1c(=O)c2c(ncn2CC(=O)Nc2cc(S(=O)(=O)N3CCCCC3)ccc2O)n(C)c1=O,-6,-13,-29,2,4,13,-0.3,10,4,0
C[C@@]12C(=O)Nc3ccc(Br)cc3C(=O)N1[C@H]1c3cc(Cl)ccc3OC[C@@H]1[C@@H]2c1ccccc1,4,19,-137,.,25*,-19,-0.1,3,14,.
O=C(c1cccc(Cl)c1)N1CCC(c2nc3ccccc3[nH]2)CC1,-6,.,42,7,-3,.,-3.1,0,-1,-3
CCCS(=O)(=O)N1CCN(S(=O)(=O)c2ccccc2)CC1,8,-8,.,-4,-3,8,-0.2,-2,7,.
CCOc1cc(/C=C2/C(=O)ON=C2C)ccc1O,-14,-10,28,2,-14,10,-0.5,1,1,0
Cc1ccc2nc(NC(=O)CSc3nnc(C)c(=O)n3N)sc2c1,5,-30,-15,2,2,30,-1.1,-2,0,9
CCCC(=O)N1CCN(c2ccc(NC(=S)NC(=O)c3cccc(C)c3)cc2)CC1,24,46,2,3,-8,-46,-1.3,75*,11,-29
O=C(CSc1nnc(CNC(=O)c2cccs2)o1)NC1CCCC1,3,3,8,-1,6,-3,.,-2,5,5
Cc1cc(C(=O)NCCN2CCOCC2)c2ccccc2n1,14,3,-9,-3,0,-3,-1.6,.,19,-8
O=C(Cc1ccc(-n2cccc2)cc1)NC1CCCCCC1,7,-15,2,-1,1,15,-0.8,.,2,3
Cn1nc(C(=O)OCC(=O)N(Cc2ccccc2)C(C)(C)C)c2ccccc2c1=O,-11,24,2,-1,-21,-24,-1.4,5,0,-2
O=C(NC1CCCCCCC1)C1CCN(S(=O)(=O)N2CCCC2)CC1,5,-14,0,2,-3,14,-1.8,6,0,0
C=CCn1c(=NC(=O)CC)n(C)c2ccccc21,2,-5,14,-2,4,5,0.8,-2,-2,-18
COC(=O)c1sc2nc(C)c([N+](=O)[O-])c(C)c2c1N,11,-4,9,-2,-5,4,-2.7,-3,.,-4
O=C(CNC(=O)c1cccs1)OCC(=O)c1cccs1,-5,13,-9,0,0,-13,0.6,-5,-1,2
Cc1cc(C)c2nc(SCC(=O)NCCC3=CCCCC3)cc(C)c2c1,2,-7,-7,26,-1,7,-1.9,3,34,-9
Cc1ccc(C(=O)NCC(=O)N/N=C/c2sccc2C)cc1[N+](=O)[O-],10,13,-9,1,?,-13,-1.3,-5,.,-3
COc1cc(C2C(C(=O)c3ccco3)=C(O)C(=O)N2Cc2cccnc2)cc(OC)c1OC (stereo unspecified),8,-9,-57,-3,2,9,0.8,-7,-3,10
CCOc1ccc(S(=O)(=O)NCCC(=O)NCCOc2ccccc2)cc1,9,-8,6,1,0,8,-2.8,-5,-4,-4
CNC(=O)CC(C(=O)O)c1ccc(OC(C)C)cc1 (stereo unspecified),-7,-26,-20,1,10,26,-1.0,-2,-8,7
Cc1ccc(/C=N/NC(=O)c2nnn(-c3nonc3N)c2-c2ccc3c(c2)OCO3)s1,-12,-13,-1,0,3,13,-3.9,-3,-2,13

# Just CAL PDZ FP-2, PfHsp90 yeast 2 and Rtt109 HAT inh (3 entries from above):
smiles,CAL PDZ FP-2,PfHsp90 yeast 2,Rtt109 HAT inh
CCOc1cc(/C=C2/C(=O)ON=C2C)ccc1O,1,28,1
CNC(=O)CC(C(=O)O)c1ccc(OC(C)C)cc1 (stereo unspecified),-2,-20,-8
CCCS(=O)(=O)N1CCN(S(=O)(=O)c2ccccc2)CC1,-2,.,7

# Among those listed so far, 3 have bromine.
SMILES,PvdQ inh,SR-BI HDL uptake,PfHsp90 yeast 2,NSD2 inh,dFosB activator,SR-BI uptake up,CAL PDZ FP-1,CAL PDZ FP-2,Rtt109 HAT inh,MITF act
O=C(NCC(=O)N1CCC2(CC1)NCCc1[nH]cnc12)c1ccc(Br)cc1,7,-16,8,-2,3,16,-1.4,-3,1,3
CCOC(=O)C1CCCN(CCC(=O)Nc2ccc(Br)c(C)c2)C1 (stereo unspecified),-6,17,7,1,-9,-17,-1.6,2,-2,.
C[C@@]12C(=O)Nc3ccc(Br)cc3C(=O)N1[C@H]1c3cc(Cl)ccc3OC[C@@H]1[C@@H]2c1ccccc1,4,19,-137,.,25*,-19,-0.1,3,14,.

# Part of the list above, with two lines to a compound.
# Value order – PvdQ inh, SR-BI HDL uptake, PfHsp90 yeast 2, NSD2 inh, dFosB activator, SR-BI uptake up, CAL PDZ FP-1, CAL PDZ FP-2, Rtt109 HAT inh, MITF act
CC(=O)Nc1c2c(nn1-c1ccc(C)cc1C)CS(=O)C2 (stereo unspecified)
    5, -3, 13, -3, -3, 3, -0.7, 0, 3, -2
O=C(Cc1ccc(-n2cccc2)cc1)NC1CCCCCC1
    7, -15, 2, -1, 1, 15, -0.8, ., 2, 3
CCOC(=O)CSc1nnc(-c2nnc(SCC(=O)OCC)n2CC)n1CC
    -7, 4, -28, ., -4, -4, -0.3, -3, -6, .
O=C(c1ccccc1F)N1C(=O)c2cccc3cccc1c23
    -2, 14, 15, -1, 3, -14, -0.6, -3, -3, -3

# From PubChem
